Assay outcomes (PubChem)
M5 antag – blocks acetylcholine activation of human M5 receptor; CHO-hM5 cells, Fluo-8 calcium fluorescence, ACh EC80; inhibition, % at 3 µM; P08912; actives 0.59% (n = 360,000);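 active = inhibition above a per-plate cutoff, the mean of that plate's test compounds plus 3 SD, cut at about 27% in these data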;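 also: 0% = acetylcholine EC80 with DMSO and 100% = DMSO without agonist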
Target sequence (P08912 whole entry, looked up): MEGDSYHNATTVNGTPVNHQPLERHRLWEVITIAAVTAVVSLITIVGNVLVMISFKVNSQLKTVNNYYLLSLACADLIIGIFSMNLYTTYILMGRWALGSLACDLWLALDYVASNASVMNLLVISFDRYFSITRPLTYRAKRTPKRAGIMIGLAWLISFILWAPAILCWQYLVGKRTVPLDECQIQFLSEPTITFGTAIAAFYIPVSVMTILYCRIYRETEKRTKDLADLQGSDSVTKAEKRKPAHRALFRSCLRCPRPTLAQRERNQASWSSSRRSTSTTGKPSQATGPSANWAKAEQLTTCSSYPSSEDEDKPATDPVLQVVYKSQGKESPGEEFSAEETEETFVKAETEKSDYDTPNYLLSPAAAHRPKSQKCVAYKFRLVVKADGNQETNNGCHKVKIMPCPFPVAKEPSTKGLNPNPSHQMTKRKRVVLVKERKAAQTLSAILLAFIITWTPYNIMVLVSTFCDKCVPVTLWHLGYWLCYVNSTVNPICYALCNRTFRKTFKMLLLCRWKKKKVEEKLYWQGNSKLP
CHO-K1 Ca ag – counter-screen for M1 agonists: effect in parental CHO-K1 cells; Fluo-8 calcium fluorescence; scaled to maximal ATP response, vehicle zero; activation, % at 3 µM; actives 0.48% (n = 360,000); AID 602248; in the data active = activation above about 15%;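 also: untransfected CHO-K1 host cells lacking M1 receptor as counterscreen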
M4 ag – CHRM4 agonism in calcium assay | CHO-K1 hM4/Gqi5, Fluo-8 calcium fluorescence; vehicle 0%, full acetylcholine response 100% | activation, % at 3 µM | actives 0.14% (n = 360,000);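 active = activation above the run mean over all test wells plus 3 SD, cut at about 32% in these data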;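 also: peak over basal fluorescence ratio per well then scaled between controls; 0% = DMSO wells and 100% = acetylcholine at EC100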
Target sequence (P08173 whole entry, looked up): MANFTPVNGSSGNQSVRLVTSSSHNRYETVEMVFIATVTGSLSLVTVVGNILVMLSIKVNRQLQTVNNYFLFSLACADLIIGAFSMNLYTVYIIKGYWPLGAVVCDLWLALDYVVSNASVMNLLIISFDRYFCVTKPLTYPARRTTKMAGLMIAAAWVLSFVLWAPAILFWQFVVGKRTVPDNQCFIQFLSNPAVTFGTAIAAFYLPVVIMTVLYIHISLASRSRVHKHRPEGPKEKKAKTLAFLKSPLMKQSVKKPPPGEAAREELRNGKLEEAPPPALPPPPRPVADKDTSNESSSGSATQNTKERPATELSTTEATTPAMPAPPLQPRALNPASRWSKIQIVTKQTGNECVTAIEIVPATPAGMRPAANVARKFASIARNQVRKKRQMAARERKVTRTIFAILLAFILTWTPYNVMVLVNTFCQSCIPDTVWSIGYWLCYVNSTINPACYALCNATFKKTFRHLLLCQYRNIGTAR
M1 PAM parental – nonselective activator or artifact in parental CHO-K1 calcium assay; AID 602247; actives 0.02% (n = 360,000); activation, % at 3 µM; ATP EC20, Fluo-8 calcium fluorescence; 0% at ATP EC20, 100% at ATP max;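 active = activation above the run cutoff, the mean activation of all test compounds plus 3 SD, cut at about 40% in these data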;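 also: peak over basal fluorescence ratio in a 140 s read after ATP addition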
CHRM4 antagonist – CHRM4 antagonism in calcium assay; P08173; CHO-hM4 cells, ACh EC80, Fluo-8 calcium fluorescence; inhibition, % at 3 µM; actives 0.73% (n = 360,000); AID 624125;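 active = inhibition above its plate's cutoff, the mean inhibition of sample wells plus 3 SD, cut at about 27% in these data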;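 also: 0% = acetylcholine EC80 with DMSO and 100% = DMSO without agonist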
CHRM5 PAM – CHRM5 positive allosteric modulation; actives 0.3% (n = 360,000); P08912; CHO-K1 hM5, Fluo-8 calcium, ACh EC20 PAM; 0% = ACh EC20, 100% = ACh EC100; activation, % at 3 µM;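 active = activation above the run cutoff, the mean activation of all test compounds plus 3 SD, cut at about 18% in these data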
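Probe or stimulus: acetylcholine, EC20 level; Assay system: human M5 receptor in CHO-K1 cells; Schedule: compound preincubation 140 s before EC20 acetylcholine addition; Technique: intracellular calcium via Fluo-8 fluorescence; Dosing: single-point, 3 µM nominal; Read-out basis: percent activation from peak-over-basal fluorescence ratio, scaled EC20-to-EC100 acetylcholine; Repeats: one well per compound, no replicates.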
M5 ag – CHRM5 agonism in calcium assay; P08912; AID 624037; activation, % at 3 µM; CHO-K1 hM5 cells, Fluo-8 calcium fluorescence; 0% DMSO wells, 100% maximal acetylcholine response; actives 0.19% (n = 360,000);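 active = activation above the run's mean over test compounds plus 3 SD, cut at about 23% in these data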;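 also: signal is peak over basal fluorescence ratio across the kinetic read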
CHRM4 PAM – CHRM4 positive allosteric modulation; CHO-K1 hM4/Gqi5, Fluo-8 calcium fluorescence, ACh EC20; 0% = ACh EC20, 100% = maximal ACh; activation, % at 3 µM; actives 0.4% (n = 360,000);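 active = activation above its plate's cutoff, the mean activation of sample wells plus 3 SD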; also: some results filed as inactive read as strong as hits
CHO-K1 Ca antag – M1 antagonist counterscreen hit in parental CHO-K1 cells; ATP-induced calcium, Fluo-8 fluorescence; inhibition, % at 3 µM; actives 0.6% (n = 360,000);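 active = inhibition above a per-plate cutoff, the plate's mean sample inhibition plus 3 SD, cut at about 24% in these data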;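 also: 0% = DMSO plus EC80 ATP and 100% = DMSO alone without ATP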
Active calls of the source: *.

SMILES	M5 antag	CHO-K1 Ca ag	M4 ag	M1 PAM parental	CHRM4 antagonist	CHRM5 PAM	M5 ag	CHRM4 PAM	CHO-K1 Ca antag
CCCCC(=O)Nc1nnc(SCC(=O)N2CCN(c3ccccc3OC)CC2)s1	12	-0.1	0	2	3	-12	-1	-2	-5
Cc1ccc(NC(=O)CC(=O)Nc2ccc(C)c(C)c2)cc1C	-1	5.2	2	-3	3	-1	-2	3	9
C/C(Cc1ccccc1)=N\NC(=O)CNC(=O)c1ccc(Cl)cc1	2	0.3	-1	12	10	7	2	-5	-12
Cc1c(C(=O)N(C)Cc2cccc(F)c2)oc2c(Cl)cccc12	9	-0.9	-2	3	-9	-3	-2	-3	-15
CSc1ccccc1NC(=O)Nc1cccc(Cl)c1C	-6	0.1	1	0	-12	3	-4	6	-7
COc1cc(C(=O)NCc2ccc(S(N)(=O)=O)cc2)ccc1OCC(=O)Nc1cccc(C(F)(F)F)c1	-2	2.5	1	17	1	5	3	-1	10
O=C(Nc1ccc(S(=O)(=O)N2CCOCC2)cc1)c1ccccc1Br	-3	2.2	5	10	2	-2	-2	-2	-2
Cc1ccn2cc(CNS(=O)(=O)c3ccc4c(c3)OCCO4)nc2c1	-3	0.6	3	-6	-9	-4	3	-5	11
Cc1cccc(C(=O)N=C2SC3CS(=O)(=O)CC3N2c2ccccc2)c1 (stereo unspecified)	10	0.2	0	-2	2	-4	3	0	1
COc1cc2cc(CCCOC(=O)c3ccc(C#N)cc3)oc(=O)c2cc1OC	-8	0.4	0	19	1	15	4	5	-7

Part of the list above, in CSV form:
canonical_smiles,M5 antag,CHO-K1 Ca ag,M4 ag,M1 PAM parental,CHRM4 antagonist,CHRM5 PAM,M5 ag,CHRM4 PAM,CHO-K1 Ca antag
Cc1c(C(=O)N(C)Cc2cccc(F)c2)oc2c(Cl)cccc12,9,-0.9,-2,3,-9,-3,-2,-3,-15
CSc1ccccc1NC(=O)Nc1cccc(Cl)c1C,-6,0.1,1,0,-12,3,-4,6,-7
COc1cc(C(=O)NCc2ccc(S(N)(=O)=O)cc2)ccc1OCC(=O)Nc1cccc(C(F)(F)F)c1,-2,2.5,1,17,1,5,3,-1,10

Returning to the listing; the 2 compounds before the break are reprinted first.
SMILES	M5 antag	CHO-K1 Ca ag	M4 ag	M1 PAM parental	CHRM4 antagonist	CHRM5 PAM	M5 ag	CHRM4 PAM	CHO-K1 Ca antag
Cc1cccc(C(=O)N=C2SC3CS(=O)(=O)CC3N2c2ccccc2)c1 (stereo unspecified)	10	0.2	0	-2	2	-4	3	0	1
COc1cc2cc(CCCOC(=O)c3ccc(C#N)cc3)oc(=O)c2cc1OC	-8	0.4	0	19	1	15	4	5	-7
N#CCC(N)=C(C#N)C#N	2	-0.1	0	-5	2	-5	1	-5	7
Cc1onc(-c2ccccc2)c1C(=O)N1CCN(c2ncccc2C(F)(F)F)CC1	7	4.6	8	0	-1	-4	-1	-2	-7
CC(=O)c1ccc(NC(=O)Nc2ccc(NS(=O)(=O)c3ccc(C)cc3)cc2)cc1	15	0.7	5	7	24	-11	-2	3	-1
CC(=O)NCCc1ccc(-c2csc(NC(=O)C3CC(=O)N(C4CCCC4)C3)n2)cc1 (stereo unspecified)	-6	1.9	1	-8	6	5	5	5	10
CN(C)CCCNS(=O)(=O)c1cc(Cl)ccc1Cl	-2	0.9	0	14	4	2	-3	-1	-15
CCc1nn2c(=O)c(S(=O)(=O)Nc3ccccc3)c(C)nc2s1	10	1.7	2	1	15	-5	-7	-9	-10
Cc1ncc([N+](=O)[O-])n1Cc1ccc(Br)cc1	-8	1.8	3	10	3	4	-3	3	-14
CCC(C)NC(=O)Cc1cn(C)c2ccccc12 (stereo unspecified)	7	0.3	0	14	-2	9	-5	-4	-19
C=CCSC(=C(C#N)C#N)c1cc2c([nH]1)CCCC2	-1	1.0	5	17	-11	-11	-2	-5	-5
Cc1ccc2c(cnn2C(=O)CCCC(=O)NCc2ccc(F)cc2)c1	-1	-0.1	3	-5	-12	-3	1	5	7
S=C1NCCc2ccc(Cl)cc2C1c1ccccc1 (stereo unspecified)	4	0.8	0	26	14	-23	-11	-12	-11
C[C@]12CCC(=O)C=C1CC[C@@H]1[C@@H]2CC[C@@]2(C)[C@H]1CC[C@@]21CCC(=O)O1	-6	3.8	6	-7	30*	-10	-8	-20	-9
CCC(=O)Nc1ccc(C(=O)NNC(=O)c2ccccc2)cc1	4	2.1	0	21	4	2	2	0	-15
CC(=O)c1ccc(C(=O)N2CCCC(CO)(Cc3ccccc3C)C2)s1 (stereo unspecified)	12	3.2	4	-2	1	-7	-5	-8	-14
Cc1nc2ccccc2n1S(=O)(=O)c1ccc(Br)cc1	3	0.0	0	-6	-2	-6	-2	-4	3
CCOc1ccccc1NC(=O)COC(=O)c1ccc2ccccc2n1	2	-0.7	1	11	-12	-1	0	6	-10
Cc1ncc(CO)c(/C=N/NC(=S)Nc2cccc(Cl)c2)c1O	13	1.1	5	-13	7	-8	3	-8	11
CCCC(C)C(=O)Nc1nnc(CCc2ccccc2)s1 (stereo unspecified)	-18	0.2	-2	-8	-3	-4	6	0	7
Cc1cn([C@@H](CCCCNC(=O)OC(C)(C)C)C(=O)NCCCCCCCCCCC(=O)N2CCN(C(=O)OC(C)(C)C)CC2)nn1	19	16*	28	-5	40*	-40	0	-16	4
Cc1nc2sccn2c(=O)c1CCN1CCC(=C(c2ccc(F)cc2)c2ccc(F)cc2)CC1	2	-0.3	1	-7	7	-5	-2	-11	3
Cc1nnc2sc(-c3ccncc3)nn12	-1	0.7	1	21	-8	2	-1	5	-10
Brc1cc2c(cc1CN1CCc3ccccc3C1)OCO2	1	-0.4	-2	-9	-11	-1	-10	-5	-3
CN(C)S(=O)(=O)c1ccc(NC(=O)c2c(F)cccc2Cl)cc1	-1	0.6	3	-1	-9	-9	-6	1	-2
O=C(NN1CCOCC1)c1ccccc1F	17	0.7	1	17	9	-3	-3	-3	-1
Cc1ccc(CN2CCNC(=O)C2CC(=O)NC2CCCCCC2)cc1 (stereo unspecified)	15	-0.1	0	-4	0	0	-5	2	5
CCOc1cc(/C=C2\C(=N)N3N=C(C)SC3=NC2=O)ccc1OCCOc1ccccc1	16	0.1	0	-10	1	-2	-1	-4	14
N=c1c2c3c(sc2ncn1Cc1ccco1)CCCCC3	-2	13	5	20	2	-4	-7	-8	-5
COc1ccc(S(=O)(=O)N2CC(C(=O)O)Oc3ccc(Cl)cc32)cc1 (stereo unspecified)	-5	0.2	1	-4	-2	4	2	0	-7
CCN(CC)S(=O)(=O)c1cccc(NC(=O)CNC2CCCCCC2)c1	7	8.0	5	17	9	-6	-6	-23	-4
COC(c1ccccc1)c1nnc(CCC(=O)NC2CCCCC2)o1 (stereo unspecified)	3	1.4	1	22	9	9	-2	5	-10
O=C(CSc1nnc2sc3ccccc3n12)c1ccco1	6	0.4	0	20	1	-5	-3	4	-6
CC(C(=O)NCc1cccc(Cl)c1)N1C(=O)c2ccccc2C1=O (stereo unspecified)	9	3.0	0	18	9	0	-4	-2	-17
Cc1ccc(NC(=O)NC(=O)COc2ccccc2C(N)=O)c(C)c1	6	0.1	1	4	-6	1	1	10	-23
Cc1ccc(NC(=O)c2cc(-c3cc(Cl)ccc3O)n[nH]2)cc1C	11	1.8	2	9	7	-2	-3	3	-9
CCC1(CC)NC(=O)N(CC(=O)OCC(=O)Nc2ccc(F)c(F)c2F)C1=O	2	0.3	1	-5	-9	-2	5	2	1
CCOc1cc(/C=N/NC(=O)c2ccccn2)ccc1OC(=O)c1cccs1	-4	0.2	3	-29	0	-7	2	-7	14
CSc1nc(-c2ccccc2)nc(C(C)C)n1	10	0.5	2	6	6	0	4	1	-16
Cc1cccc(Nc2nnc(SCC(=O)NC(=O)Nc3ccc4c(c3)OCCO4)s2)c1	-3	0.1	1	9	-3	16	1	13	2
C[C@H](NC(=O)N1CCn2c1nc1ccccc12)C(=O)NCc1ccc(F)cc1	2	-0.6	1	2	4	-5	-5	-6	-6
COc1ccc2c(Cl)c(-c3nnc(SCC(=O)c4ccccc4)n3C)sc2c1	-4	0.3	1	17	2	-2	-9	-4	-2
NC(=O)Cn1ccc(O)c(Cc2ccc(Cl)cc2Cl)c1=O	10	3.8	8	15	3	-2	1	-6	-4
COc1ccc(Cc2nnc(NC(=O)CSc3ccccc3)s2)cc1	2	2.2	3	20	5	1	5	5	-20
Cc1ccc(C)c(NC(=O)COc2coc(CN3CCc4ccccc43)cc2=O)c1	1	4.8	7	-2	-3	-1	2	-4	1
COc1cccc(OC)c1C(=O)Nc1c(C)n(C)n(-c2ccccc2)c1=O	-1	0.6	2	11	-2	1	2	11	-23
CCC(CC)C(=O)Nc1cc(NC(=O)C(CC)CC)cc(C(=O)O)c1	1	0.5	2	16	-1	2	-5	-4	-9
NNc1nc(Nc2ccccc2)nc(Nc2ccccc2)n1	-3	0.1	1	8	-9	-3	-6	-2	-1
Cc1ccc(Oc2nc(-c3ccccn3)nc3ccccc23)cc1	2	-0.1	1	-21	-5	6	2	0	3
CCN1C(=O)CS/C1=N\c1nccs1	0	0.3	1	13	0	0	-1	3	-5
O=C(Cn1c(=O)oc2ccccc21)NC(=O)NCc1ccco1	3	0.8	1	0	-4	-7	1	0	0
O=C1NC[C@@H](CCCCN2C[C@H](Cc3ccccc3)N(CCC3CCCCC3)C(=O)C2=O)N(CCc2ccccc2)C1=O	-2	0.3	0	-5	-5	1	-4	10	-15

Later entries.
SMILES	M5 antag	CHO-K1 Ca ag	M4 ag	M1 PAM parental	CHRM4 antagonist	CHRM5 PAM	M5 ag	CHRM4 PAM	CHO-K1 Ca antag
Cc1c([N+](=O)[O-])c(C(=O)Nc2ccc3c(c2)OCCO3)nn1C	-9	-0.1	1	10	4	8	-1	2	0
O=[N+]([O-])c1ccc(Sc2nc3ccccc3o2)c([N+](=O)[O-])c1	-8	1.0	-1	16	9	5	-4	3	-5
Cc1cccc(Cn2c(Sc3nc(C)cs3)nc3c2c(=O)[nH]c(=O)n3C)c1	-1	1.4	-1	25	0	3	-3	6	-2
CN(C)c1cccc(-c2csc(N3CCC(C(N)=O)CC3)n2)c1	13	-0.2	0	-5	8	-14	4	3	4
CC1(C)Cc2c(cnn2-c2cccc(F)c2)C(NC(=O)c2ccc[n+]([O-])c2)C1 (stereo unspecified)	-2	1.8	1	6	3	2	-5	8	-7
OCC[C@@H]1C[C@@H](O)[C@H](O)[C@]2(Cc3ccccc3O2)O1	8	-0.2	1	1	-7	5	0	4	0
COc1ccc(N2C(=O)/C(=C/c3ccc([N+](=O)[O-])cc3)N=C2C)c(OC)c1	9	4.2	7	24	-7	-7	0	9	-2
CCCCNC(=O)c1cc2nc3c(c(C(F)(F)F)n2n1)CCc1ccccc1-3	-2	-0.2	0	13	-2	4	-2	5	-5
Cc1cc(N=Cc2c(O)n(-c3ccc4c(c3)OCO4)c(=O)c3ccccc23)ccn1	2	8.4	0	4	1	-2	-10	1	-5
Cc1ccc(C(=O)c2c3ccc([N+](=O)[O-])cc3[n+]([O-])n2CCCN)cc1	4	0.2	2	0	-5	5	-3	9	-5
CCC1CCCCN1C(=O)CSc1nc(N)c(NC(=O)c2ccco2)c(=O)[nH]1 (stereo unspecified)	14	5.3	18	2	-3	-15	4	-3	8
CCCCn1ccnc1C(=O)c1ccc(S(=O)(=O)N(CCOC)CCOC)cc1	-1	2.4	3	18	-1	2	-2	-4	-10
O=C(c1cc([N+](=O)[O-])ccc1Cl)N1CCN(c2ccccn2)CC1	6	0.6	3	-6	-5	3	-1	1	7
CCn1ncc(CN2CCN(Cc3cccc(OC)c3)C(CCO)C2)c1C (stereo unspecified)	-9	-0.6	1	21	-15	11	-5	13	-5
